GLP-1R inv ag = qHTS of GLP-1 Receptor Inverse Agonists (Inhibition Mode); Glucagon-like peptide 1 receptor (Homo sapiens), P43220; HEK293 GLP-1R CRE-luciferase, luminescence, 24 h; GLP-1R form is constitutively active; Potency, µM (highest dose often 38.3 µM), inactives show top-dose activity change, negative = inhibition, hits mostly inhibitors; 410,000 compounds, 1.6% hits; AID 624417, 2012; also: potency is read from the fitted curve at half-maximal effect; % is scaled to controls: 0 for no effect and ±100 for the full control effect; nearly all actives have a fitted effect of over 55% in size
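Inverse agonism was detected as reduced cAMP-driven luciferase luminescence after 24 h compound treatment. The cells were HEK293 clones expressing constitutively active human GLP-1R with the reporter. Reporter-only and GPR119 cell lines served as counterscreen controls.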
GLP1R ag = qHTS of GLP-1 Receptor Agonists; Potency, µM (top dose mostly 45.6 µM), for the others: at the highest dose activation, usual class: activators; HEK293 GLP-1R CRE-luciferase, luminescence, 4-6 h; cells express a hypersensitive GLP-1R form; 380,000 compounds, 0.007% hits; Glucagon-like peptide 1 receptor (Homo sapiens), P43220; AID 624172, 2012; also: potency is read from the fitted curve at half-maximal effect; % of control where 0% means no effect
PTHR1 ag = qHTS for PTHR1 Agonists: Primary Screen. Potency, µM (doses to about 115 µM), without a hit: at the top dose activation, actives largely listed as activators. Parathyroid hormone/parathyroid hormone-related peptide receptor (Homo sapiens), Q03431. 410,000 compounds, 0.075% hits. HEK293 GP2 PTHR1 cells, GloSensor cAMP luminescence, 1 h; also: potency is read from the fitted curve at half-maximal effect; nearly all actives have a fitted effect of over 55% in size; some results filed as inactive show a strong effect at the top dose; inactives centre near -15; many of its hits are not listed in these tables
Target sequence (Q03431 whole entry, looked up): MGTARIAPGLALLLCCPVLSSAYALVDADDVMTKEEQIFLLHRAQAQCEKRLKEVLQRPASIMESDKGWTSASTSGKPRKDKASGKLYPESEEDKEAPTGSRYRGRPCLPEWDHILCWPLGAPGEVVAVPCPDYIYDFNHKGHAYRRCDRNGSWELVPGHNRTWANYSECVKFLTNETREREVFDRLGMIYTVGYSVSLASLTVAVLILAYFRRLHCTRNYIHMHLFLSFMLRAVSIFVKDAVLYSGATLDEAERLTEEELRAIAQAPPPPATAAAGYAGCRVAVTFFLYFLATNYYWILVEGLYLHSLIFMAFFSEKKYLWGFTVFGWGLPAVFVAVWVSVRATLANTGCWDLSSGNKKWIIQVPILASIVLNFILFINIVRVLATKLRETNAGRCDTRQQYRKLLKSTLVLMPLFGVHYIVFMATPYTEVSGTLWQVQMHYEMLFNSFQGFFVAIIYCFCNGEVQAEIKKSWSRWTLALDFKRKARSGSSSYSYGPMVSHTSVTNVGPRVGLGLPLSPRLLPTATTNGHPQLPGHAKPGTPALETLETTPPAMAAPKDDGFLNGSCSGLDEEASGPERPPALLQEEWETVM
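HEK-293-derived GP2 cells expressing PTHR1 and a GloSensor cAMP reporter, 3,000/well, plated overnight, given luciferin plus IBMX (each 0.5 mM as added) for 1 h at 37 °C, then compound for 1 h at 37 °C. Luminescence was read after 15 min at room temperature.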
EPAC1 antagonist = qHTS for Antagonist of cAMP-regulated guanine nucleotide exchange factor 3 (EPAC1): primary screen | AID 720709, 2013 | 360,000 compounds, 0.14% hits | Potency, µM (top dose mostly 115 µM), for inactives: top-dose activity change, negative = inhibition, actives largely listed as inhibitors | EPAC1 GEF assay, Rap1b-BODIPY-GDP exchange fluorescence;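 also: potency is read from the fitted curve at half-maximal effect; plate controls were vehicle for no effect and positive control for full effect; nearly all actives have a fitted effect of over 50% in size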
EPAC1 ag = qHTS for Agonist of cAMP-regulated guanine nucleotide exchange factor 3 (EPAC1): primary screen. Rap guanine nucleotide exchange factor 3 (Homo sapiens), O95398. EPAC1 agonist qHTS, biochemical assay; response scale: 100% = response to 6.5 mM cAMP. Potency, µM (highest dose often 154 µM), for inactives: top-dose activation, usual class: activators. 360,000 compounds, 0.073% hits. AID 720707, 2013; also: potency is read from the fitted curve at half-maximal effect; nearly all actives have a fitted effect of over 60% in size
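Fluorescent GDP-exchange assay: 100 nM EPAC1 with 250 nM Rap1B preloaded with BODIPY-GDP and 50 uM GDP; compounds tested as concentration series, 5 min at room temperature, then read every 5 min for 30 min (ex 480/em 540 nm); normalized to 6.5 mM cAMP.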
IL2 activator = qHTS of IL-2 Activators. IL-2 activation reporter assay, cell-based qHTS; stimulated with anti-CD3/CD4/CD28 beads; in transgenic mouse T cells. activation, % (series mostly up to about 46 µM). 360,000 compounds, 0.065% hits; in the data active = activation above about 50%; inconclusive = mostly about 30% to 49%; also: 0% is about no effect
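Unstimulated transgenic mouse T cells; 60-min compound exposure; bead-based TCR/CD4/CD28 stimulation; 18 h culture, 37 degrees C; dual fluorescence (EGFP, DsRed) plate cytometry.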
PI5P4Ka inh = qHTS for Inhibitors of phosphatidylinositol 5-phosphate 4-kinase (PI5P4K); 330,000 compounds, 1.2% hits; max response, %; Phosphatidylinositol 5-phosphate 4-kinase type-2 alpha (Homo sapiens), P48426; PI5P4Kalpha enzyme, ADP-Glo luminescence, 60 min; stronger effect = lower value; active = max response of -50% or lower; inconclusive = between -30% and -50%; inactive = -30% or higher; also: value at the top dose of about 77 µM; % is scaled to controls: 0 for no effect and ±100 for the full control effect
Target sequence (P48426 whole entry, looked up): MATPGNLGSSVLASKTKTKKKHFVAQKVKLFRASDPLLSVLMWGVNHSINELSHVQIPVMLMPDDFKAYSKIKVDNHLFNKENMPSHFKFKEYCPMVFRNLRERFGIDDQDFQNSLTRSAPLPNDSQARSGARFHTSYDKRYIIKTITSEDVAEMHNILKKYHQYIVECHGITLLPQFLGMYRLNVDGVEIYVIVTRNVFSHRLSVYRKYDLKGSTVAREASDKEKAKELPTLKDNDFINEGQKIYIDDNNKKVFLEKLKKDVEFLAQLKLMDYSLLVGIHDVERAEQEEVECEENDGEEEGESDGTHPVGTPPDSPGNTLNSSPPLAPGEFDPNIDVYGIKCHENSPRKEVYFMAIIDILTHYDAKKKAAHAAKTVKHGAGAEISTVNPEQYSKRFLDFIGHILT
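Single end-point luminescence (ADP-Glo) quantified ADP from PI5P4Kalpha turnover; ATP 5 microM final, 1 h at RT, 0.1% CHAPS and 0.28 mM EGTA in HEPES pH 7.4.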
PLK1 PBD inh = qHTS for Inhibitors of PLK1-PDB (polo-like kinase 1 - polo-box domain): Primary Screen; Potency, µM, for the others: max response, negative = inhibition, actives largely listed as inhibitors; 360,000 compounds, 2.8% hits; AID 720504, 2013; Plk1 PBD binding of FITC phosphopeptide, fluorescence polarization; Serine/threonine-protein kinase PLK1 (Homo sapiens), P53350; also: potency is read from the fitted curve at half-maximal effect; series mostly up to about 57 µM; % is scaled to controls: 0 for no effect and ±100 for the full control effect; nearly all actives have a fitted effect of over 65% in size
GLP1R cytotox = qHTS of GLP-1 Receptor Inverse Agonists: Cytotox Screen; HEK293 cAMP-luciferase reporter cells, luminescence, 24 h; Potency, µM (highest dose often 38.3 µM), for inactives: top-dose activity change, negative = inhibition, hits mostly inhibitors; 410,000 compounds, 0.13% hits; AID 624418, 2012;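 also: loss of luciferase light is scored as toxicity; potency is read from the fitted curve at half-maximal effect; % is scaled to controls: 0 for no effect and ±100 for the full control effect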
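A 23 nL compound transfer followed 12 hours of cell culture at 37 deg C; exposure then lasted 24 hr. Luciferase assay detection reagent was dispensed and plates read for luminescence after a 12 min room-temperature wait.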
* hit, by the source's call; i = inactive; ? = inconclusive; . = no result given; & = joins results of further samples; [ ] = remark or other dose. Unless noted, calls follow the shape of the dose curve; as a rule, active = well fitted curve in the direction sought with a large enough effect; inconclusive = small, poorly fitted or top-dose-only effect, or another doubt; inactive = no such curve, though single readings can be large; an effect the other way counts as inactive or inconclusive. The list is partial; count on the stated rates, not on these rows.

Results follow in this order: GLP-1R inv ag, GLP1R ag, PTHR1 ag, EPAC1 antagonist, EPAC1 ag, IL2 activator, PI5P4Ka inh, PLK1 PBD inh, GLP1R cytotox
CCN(CC)C(=O)c1ccc(-c2cccs2)s1
  ?, 9%, i, -24%, -1%, 1.1, 5, -2%, 2%
Clc1ccc(CNCc2cccs2)c(Cl)c1
  -9%, 11%, i, -2%, -5%, 0.4, 9, 2%, -9%
C=C(C)C1CC=C(C)/C(=N/NC(=O)COc2cccc3ccccc23)C1 (configuration not stated)
  5%, -1%, -11%[57.5 µM], 3%, 14%, -1.5, ., -12%, 0%
CCOc1ccc2nc(NC(=O)NC3CCCCC3)sc2c1
  1%, 6%, -1%, 1%, 15%, 0.0, -2, -12%, -1%
N#Cc1ccc(-c2cccnc2)nc1SCC(N)=O
  65%[activator], -2%, i, 7%, -9%, -0.5, 5, 2%, -2%
C#CCN(C[C@@H]1[C@@H](OC(=O)NCC2CCCCC2)[C@@H](OC(=O)NCC2CCCCC2)Cn2c(=O)n(CCCCCC)c(=O)n21)S(=O)(=O)c1ccc(C)cc1
  0%, 3%, -3%, -12%, 6%, 3.6, 0, -7%, 2%
COc1ccccc1NC(=O)CN1CCN(CC(=O)Nc2ccc(F)cc2F)CC1
  -1%, 13%, -28%, -18%, 6%, -0.5, 2, -12%, -2%
Cc1ccc(C(c2nnnn2CC2CCCO2)N2CCN(Cc3ccccc3)CC2)cc1 (configuration not stated)
  -6%, 5%, i, -10%, 6%, -0.9, 3, -13%, 9%
Cc1ccccc1C(=O)NC(=S)NC1CCS(=O)(=O)C1 (configuration not stated)
  7%, -5%, i, 7%, 4%, -2.3, 1, -3%, 15%
CNC(=O)c1c(NC(=O)C(C)C)sc2c1CCC2
  32%[activator], 16%, i, -19%, 6%, 1.9, 5, 0%, -7%
COc1cccc(OC2OC3COC(C)(C)OC3C(O)C2NC(C)=O)c1 (configuration not stated)
  1%, 0%, i, 10%, -2%, -0.4, 0, -6%, -3%
O=C(NCc1ccco1)c1cc(C(=O)C2CC2)c[nH]1
  7%, -4%, i, -2%, 4%, 0.5, -1, -3%, 8%
Cc1ccnc(SCCn2c(N3CCN(C)CC3)nc3c2c(=O)n(C)c(=O)n3C)n1
  18%, 2%, i, -3%, -1%, 1.4, 2, -6%, 2%
CCC1([N+](=O)[O-])COC(c2ccc(Cl)cc2)OC1 (configuration not stated)
  ?, 9%, -18%, -3%, -4%, -0.7, 1, 0%, 11%
CSc1ccn(CCC(=O)O)c(=O)n1
  7%, -7%, i, 8%, -4%, 0.0, -6, -1%, 4%
CC(C)(CN1CCN(Cc2ccccc2)CC1)NS(=O)(=O)c1ccccc1
  ?, 8%, i, -22%, 2%, -1.1, 2, -6%, -21%
O=C1CCCC(O)=C1N=Nc1ccc2c(c1)OCO2
  13%, 9%, -10%, -18%, 5%, -4.6, -15, -5%, -12%
CCCC12CN3CC(C)(CN(C1)C31C(=O)Nc3ccc(C)cc31)C2=O (configuration not stated)
  -3%, 1%, -15%[57.5 µM], -9%, 8%, 0.0, ., -2%, 8%
Cc1ccccc1NC(=S)N(CCN(C)C)C(C)c1ccco1 (configuration not stated)
  -2%, -13%, i, -14%, -3%, -0.4, 14, -7%, -21%
Cc1c(Cl)cn2c(=O)cc(CN3CCN(c4ccccc4)CC3)nc2c1Cl
  18%, 7%, -16%, -4%, -3%, 0.3, -8, -13%, -10%
C=CCc1cc(Cl)ccc1OCCNCCN1CCOCC1
  10µM*, -2%, i, -3%, 7%, -0.4, 5, -12%, 13%
c1ccc(-c2noc(-c3ccco3)n2)nc1
  -21%, -13%, -8%[57.5 µM], 1%, -5%, 0.4, -3, -19%, 3%
CC(=O)c1ccc(NC(=O)N[C@@H](Cc2ccccc2)C(=O)O)cc1
  0%, -1%, i, 7%, 7%, -1.6, ., -1%, 2%
CCOC(=O)C1=C(C)N=c2s/c(=C/c3cccc([N+](=O)[O-])c3O)c(=O)n2C1c1cc(OC)c(OC)c(OC)c1 (configuration not stated)
  3%, -1%, -23%, 17%, -2%, 0.1, -6, 27µM*, -22%
CCc1nc2ccc(C(=O)N(CC)CCN(C)C)cn2c1N(C)CCCc1ccccc1
  ?, 7%, -25%, -11%, -6%, 0.0, -2, 0%, -1%
CCOc1ccc(N2C(=O)CSC2=NC#N)cc1
  17%, 2%, i, -14%, 15%, -1.1, -11, -15%, 3%
O=C(CSc1nnc2ccc(-c3ccncc3)nn12)c1cccs1
  96%[activator], 23%, -3%, -15%, 10%, -0.1, -28, -18%, -2%
CCCCN=C1NC(=O)C(CC(=O)NCCc2ccc(OC)cc2)S1 (configuration not stated)
  8%, 1%, -24%, -19%, -6%, -3.3, -18, -3%, 2%
Cc1cccc(C)c1NC(=O)CN1C(=O)C2CC=CCC2C1=O (configuration not stated)
  6%, -1%, -18%, -18%, -7%, 0.0, -1, 2%, 3%
CCOC(=O)C1CCN(C(=O)c2ccc3c(=O)n4nc(Nc5cc(C)ccc5C)sc4nc3c2)CC1
  ?, -6%, ?, -6%, -4%, -0.6, 2, -16%, -29%&0%

In another format: entries from further up.
canonical_smiles | GLP-1R inv ag | GLP1R ag | PTHR1 ag | EPAC1 antagonist | EPAC1 ag | IL2 activator | PI5P4Ka inh | PLK1 PBD inh | GLP1R cytotox
Cc1c(Cl)cn2c(=O)cc(CN3CCN(c4ccccc4)CC3)nc2c1Cl | 18% | 7% | -16% | -4% | -3% | 0.3 | -8 | -13% | -10%
C=CCc1cc(Cl)ccc1OCCNCCN1CCOCC1 | 10µM* | -2% | i | -3% | 7% | -0.4 | 5 | -12% | 13%
c1ccc(-c2noc(-c3ccco3)n2)nc1 | -21% | -13% | -8%[57.5 µM] | 1% | -5% | 0.4 | -3 | -19% | 3%

Continuation:
Results follow in this order: GLP-1R inv ag, GLP1R ag, PTHR1 ag, EPAC1 antagonist, EPAC1 ag, IL2 activator, PI5P4Ka inh, PLK1 PBD inh, GLP1R cytotox
CCc1ccccc1NC(=S)NCc1cccn1C
  -4%, -15%, i, 6%, -3%, 0.2, 3, -3%, -5%
CC(C)Oc1cccc(C(=O)C2CCCN(Cc3ccc4nonc4c3)C2)c1 (configuration not stated)
  ?, 8%, -8%, -2%, 1%, -1.0, 13, -7%, 19%
COC(=O)C1CN(C(=O)C(C)Oc2ccc(C)c(C)c2)c2ccccc2O1 (configuration not stated)
  -24%, 4%, i, -11%, -2%, 0.0, 3, -6%, -5%
CC(C)CNc1nc(S(=O)(=O)c2ccccc2)c(Cl)s1
  ?, 15%, -22%, -12%, 1%, -0.8, -7, -4%, -9%
CCOc1cc(N2CCOCC2)c(OCC)cc1NC(=O)c1ccccc1N1CCCC1=O
  3%, 4%, -10%, 9%, 1%, -1.6, 4, 0%, -8%
COc1cccc(-c2noc(C3CCCN(C(=O)c4cccc(F)c4)C3)n2)c1 (configuration not stated)
  ?, 8%, -17%, -14%, 13%, 0.2, 10, 3%, -29%
O=C(NCc1ccccc1)c1cc(C2CCCN(S(=O)(=O)c3ccccc3)C2)on1 (configuration not stated)
  26%, -2%, -4%, -12%, 3%, 0.6, 5, -4%, 4%
O=C(NC1CCCCCC1)C1c2ccccc2C(=O)N1Cc1cccnc1 (configuration not stated)
  -2%, -11%, i, 8%, 7%, -2.8, ., -7%, 2%
O=C(Nc1ccc(-c2nc3ccccc3s2)cc1)C1=COCCO1
  ?, -3%, -28%, -1%, -2%, -0.4, 8, -5%, -11%
CN(C(=O)C1CC1)c1ccccc1
  5%, -6%, i, 9%, 7%, 1.8, 0, 7%, -4%
O=C(COc1ccc(F)cc1)Nc1nc(-c2cccnc2)cs1
  -1%, -5%, -11%, -2%, 9%, -2.2, ?, -27%, -5%
O=C(Nc1cc(Cl)ccc1O)c1cc(-c2ccco2)on1
  39%[activator], 2%, -11%, -14%, -2%, -1.8, -16, -6%, 8%
Cc1onc(-c2c(Cl)cccc2Cl)c1C(=O)NCc1ccc(S(N)(=O)=O)cc1
  12%, 0%, -48%[inhibitor], 16%, -2%, 3.0, 4, 4%, -4%
Cc1cc(NC(=O)c2ccccc2)nc2c1c(=O)oc1ccccc12
  6%, -1%, i, 3%, 2%, 0.0, -6, 2%, 12%
COc1ccc(NS(=O)(=O)c2cccc(C(=O)NC3CCC(O)CC3)c2)cc1 (configuration not stated)
  17%, -11%, i, -6%, -4%, -2.3, 5, 2%, -6%
O=C(NCCCn1ccnc1)/C(=C/c1ccc(F)cc1)NC(=O)c1ccccc1
  5%, 5%, -1%, -21%, 4%, -4.7, 1, -5%, 12%
Cc1ccc(S(=O)(=O)Oc2ccc3ccc(O)cc3c2)cc1
  ?, -3%, -56%, -7%, -5%, 0.0, -13, -23%, -6%
CCCC(=O)N(c1ccc2oc(C)c(C(C)=O)c2c1)S(=O)(=O)c1ccc(C)cc1
  10%, 10%, i, ., ., ., ., ., 4%
